# AMA1-RON2 inh: qHTS for Inhibitors of AMA1-RON; Towards Development of Antimalarial Drug Lead: Primary Screen. Plasmodium falciparum AMA1 (3D7) - RON2 peptide interaction. AlphaScreen AMA1-biotinylated RON2 peptide binding. Potency, µM (doses to about 58.2 µM), inactives show at the highest dose activity change, negative = inhibition, actives largely listed as inhibitors. actives 0.2% (n = 360,000). AID 720542, 2013;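 further: potency means the concentration at half of the fitted maximal effect; 0% = vehicle wells and -100% = peptide control; nearly all actives have a fitted effect of over 45% in size; some results filed as inactive show a strong effect at the top dose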
#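 AMA1 (3D7) with his tag at 25 nM final met compounds first, then biotinylated RON2 peptide at 25 nM; detection used donor plus acceptor beads, 10 µg/mL apiece, read by AlphaScreen after 30 min at room temperature.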
# HCMV inh: qHTS Assay for inhibitors of the human cytomegalovirus (HCMV); actives 4.5% (n = 410,000); HFF cells, HCMV-luciferase reporter, 72 h; hits give low values; activity change, negative = inhibition, % at 57.5 µM; in the data active means activity change below about -60%; inconclusive means no clear call, values can overlap the other calls; inactive means above about -39%
#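 Inhibition of viral replication was scored as loss of reporter luminescence in HFFs infected with HCMV-luciferase (MOI 1 PFU/cell) for 72 h; compounds tested at 2 doses, normalized to buffer and Salinomycin controls.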
# HCV inh: qHTS Assay for Inhibitors of Hepatitis C Virus (HCV); Huh7.5.1 HCVcc-Cre infection, luciferase reporter, 44 h; Potency, µM (doses to about 41.8 µM), without a hit: at the top dose activity change, negative = inhibition, most hits filed as inhibitors; actives 3.4% (n = 340,000); AID 651820, 2012; further: potency means the concentration at half of the fitted maximal effect
#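 Cells seeded at 1,000/well and cultured 4 h, then compounds added followed by HCVcc-Cre virus (~0.5 moi). After 44 h further culture, luciferase substrate was added, plates held 15 min at room temperature, and luminescence read for 15 sec.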
# FBPA Giardia inh: qHTS Assay for Inhibitors of Fructose-1,6-bisphosphate Aldolase from Giardia Lamblia. A8B2U2. purified Giardia FBPA. Potency, µM (top dose mostly 59.6 µM), for inactives: top-dose activity, negative = inhibition, most hits filed as inhibitors. actives 0.71% (n = 290,000). AID 2451, 2010; further: potency means the concentration at half of the fitted maximal effect; nearly all actives have a fitted effect of over 55% in size
# Target sequence (A8B2U2 whole entry, looked up): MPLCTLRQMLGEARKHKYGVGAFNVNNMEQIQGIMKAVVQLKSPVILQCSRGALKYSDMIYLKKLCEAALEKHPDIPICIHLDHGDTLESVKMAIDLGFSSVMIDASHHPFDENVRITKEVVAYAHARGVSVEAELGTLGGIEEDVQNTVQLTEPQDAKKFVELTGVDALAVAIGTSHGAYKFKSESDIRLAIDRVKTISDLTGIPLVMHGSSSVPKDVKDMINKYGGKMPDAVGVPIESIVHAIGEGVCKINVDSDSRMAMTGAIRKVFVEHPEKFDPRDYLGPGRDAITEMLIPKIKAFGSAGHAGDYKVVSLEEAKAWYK
#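 40 nM FBPA preincubated 10 min at RT with compound (up to 57.5 uM final), then substrate plus GAPDH/TPI/NAD/arsenate coupling and diaphorase/resazurin added. Fluorescence read after 20 min at RT, 525/598 nm.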
# AmpC inh detg: qHTS Inhibitors of AmpC Beta-Lactamase (assay with detergent); AmpC hydrolysis of nitrocefin, absorbance 480 nm, 0.01% Triton; Potency, µM (series often up to 114 µM), for the others: at the highest dose activity change, negative = inhibition, usual class: inhibitors; actives 0.041% (n = 370,000); AID 485294, 2010;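 further: potency means the concentration at half of the fitted maximal effect; 0% = no-compound wells and -100% = no-enzyme wells; nearly all actives have a fitted effect of over 25% in size; some results filed as inactive show a strong effect at the top dose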
# Target sequence (P00811 whole entry, looked up): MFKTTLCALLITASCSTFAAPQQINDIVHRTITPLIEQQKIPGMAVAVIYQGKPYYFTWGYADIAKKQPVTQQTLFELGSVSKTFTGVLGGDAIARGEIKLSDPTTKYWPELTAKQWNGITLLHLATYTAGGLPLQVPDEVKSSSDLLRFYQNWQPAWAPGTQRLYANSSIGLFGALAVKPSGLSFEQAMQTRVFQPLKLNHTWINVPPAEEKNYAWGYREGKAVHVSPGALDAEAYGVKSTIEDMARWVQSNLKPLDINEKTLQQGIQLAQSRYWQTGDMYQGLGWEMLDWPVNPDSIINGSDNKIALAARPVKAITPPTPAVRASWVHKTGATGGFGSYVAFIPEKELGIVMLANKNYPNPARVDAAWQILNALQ
#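 AmpC (5.3 nM in the dispensed reagent) in 20 mM phosphate pH 7.0 with 0.01% (detergent screen) or 0.0001% Triton X-100 was preincubated with compounds for 15 min at room temperature. Nitrocefin was then added from an 800 uM solution, and hydrolysis was followed at 480 nm.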
# Sm TGR block: qHTS Assay for the Inhibitors of Schistosoma Mansoni Peroxiredoxins | Potency, µM (highest dose often 114 µM), for the others: at the highest dose activity change, negative = inhibition, usual class: inhibitors | purified TGR, DTNB reduction, TNB absorbance 405 nm | actives 3% (n = 360,000) | Schistosoma mansoni thioredoxin glutathione reductase (TGR), Q962Y6; further: potency means the concentration at half of the fitted maximal effect; nearly all actives have a fitted effect of over 60% in size
#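 TGR 20 nM + NADPH 100 uM (dispensed conc.), cpd preinc 15 min RT; start with NADPH (500 uM addition) then DTNB (15 mM addition). Kinetic TNB absorbance, 405 nm filter. Four-parameter Hill fit across titration.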
# Starred values were filed as active, the others as inactive; ? = inconclusive; nt = no result given; & = joins results of further samples; [ ] = remark or other dose. Unless noted, the call rests on the fitted dose curve; in most records, active means well fitted curve in the direction sought with a large enough effect; inconclusive means small, poorly fitted or top-dose-only effect, or another doubt; inactive means no such curve, though single readings can be large; an effect the other way counts as inactive or inconclusive. Unless noted, on the % scale 0 is the no-effect control and ±100 the full control effect.
SMILES,AMA1-RON2 inh,HCMV inh,HCV inh,FBPA Giardia inh,AmpC inh detg,Sm TGR block
N#CC1(NC(=O)COC(=O)c2ncc(Cl)c(Cl)c2Cl)CCCCC1,-4%,-12,12%,nt,-7%,-3%
CCOC(=O)c1c(NC(=O)COc2ccccc2F)sc2c1CCCC2,nt,-8,nt,nt,-2%,-2%
Cc1nc2ccccc2nc1OCC(=O)Nc1cc(C(F)(F)F)ccc1N1CCOCC1,0%,39,?,0%,6%,-1%
COC(=O)CNC(c1ccccc1)c1cc(Br)ccc1NC(=O)CCN1CCOCC1 (stereo unspecified),16%,?,-22%,-4%,1%,8.9µM*
COc1ccc(-c2csc(N(Cc3ccccc3)C(=O)COc3ccc(Cl)cc3)n2)cc1,2%,14,7%,6%,-7%,-19%
COc1ccc(C(F)(F)F)cc1N/C=C/c1nnnn1-c1ccc(C)cc1,5%,3,?,-8%,-6%,-1%
COc1ccc(S(=O)(=O)N2CCC(C(=O)Nc3cccc(C(C)=O)c3)CC2)cc1C,-6%,nt,-29%,-1%,-8%,5%
Cc1ccc(C)c(CN2CCSCC2)c1,-2%,-11,-5%,?,?,2%
Cc1c(C(=O)N2CCN(c3ccccc3)CC2)sc2ncnc(N3CCC(C)CC3)c12,nt,nt,-1%,1%,2%,6%
CCOc1ccc(N(CC(=O)NCCC2=CCCCC2)S(=O)(=O)c2ccccc2)cc1,-1%,-32,-10%,5%,-4%,-3%
COc1ccccc1CNCC(=O)Nc1cc(S(=O)(=O)N2CCOCC2)ccc1Cl,66%[activator],-21,?,nt,-1%,-5%
O=S(=O)(Cc1ccc(Cl)cc1)c1ccccc1-c1nnc(-c2ccccc2)o1,2%,31,-25%,0%,-5%,-11%
O=c1cc(-c2ccccc2)n(S(=O)(=O)c2ccc3ccccc3c2)o1,?,-2,2%,nt,nt,nt
CCOC(=O)c1c(-c2ccc(Cl)cc2)cn2ccccc12,-8%,-11,-2%,-3%,6%,10%
CCn1c(CNC(=O)c2ccccc2Cl)cc2ccccc21,-7%,-11,-24%,-1%,2%,8%
Cc1cccc(C(=O)NCCC(=O)NCc2ccccc2Cl)c1,20%,-36,-3%,nt,-21%,-3%
Cc1cc(C(=O)NC2CCCN(Cc3ccc(Cl)cc3)C2)c(C)o1 (stereo unspecified),5%,39,-6%,nt,-6%,-37%
CC(C)C(NC(=O)c1ccc(Cl)cc1)C(=O)O (stereo unspecified),1%,25,21%,4%,-6%,-12%
Cn1nc(-c2ccccc2)cc1NC(=O)c1ccc(Cl)cc1,-1%,?,3%,nt,?,-9%
COc1cccc(N(CC(=O)Nc2ccccc2C)S(C)(=O)=O)c1,5%,-7,-24%,7%,-4%,5%
C=CCOc1ccc(CNCC2CCCO2)cc1 (stereo unspecified),17%,-9,11%,?,-6%,-4%
COc1cc(OC)nc(Oc2cc(C=O)ccc2OC)n1,-1%,1,19%,5%,1%,9%
CCCCN(CCCC)S(=O)(=O)c1ccc(C(=O)Nc2nnc(CSC)o2)cc1,195%[activator],?,-2%,0%,3%,0%
COCCNc1cc(C)nc2cc(-c3ccc(C)cc3)nn12,5%,-10,?,-12%,2%,6%
CCOc1ccc(S(=O)(=O)N(CC(=O)Nc2ccc(OC)cc2OC)c2ccccc2)cc1,nt,-20,nt,nt,12%,-1%
COc1ccc(C(=O)N2CCN(c3nc4ccccc4o3)CC2)cc1OC,-2%,?,11µM*,2%,-20%,-25%
N#CC1=C2Sc3ccccc3N2CCCC1=O,-2%,-16,23%,14%,0%,2%
COc1ccc(CNC(=O)CCCn2nc(C)c3c(C)n(-c4ccc(C)cc4)nc3c2=O)cc1,81%[activator],?,-18%,15%,-9%,-1%
C=CCn1cc(C(=O)NCc2cccnc2)c(=O)c2cc(S(=O)(=O)N(CC)CC)ccc21,1%,-61*,-14%,0%,?,-5%
CCOc1ccc(NC(=O)CSc2nc3nc(C)cc(C)n3n2)cc1,11%,-27,-17%,1%,5%,-5%
CCCOc1ccc(C(=O)Nc2ccc(-c3cc4ccccc4oc3=O)c(C)c2)cc1,nt,?,nt,nt,10%,9%
CN1CCCCc2c1nc1c(c2N)CCCC1,-13%,21,nt,-13%,-16%,-4%
Cc1ccc2nsnc2c1NC(=O)c1ccc2c(c1)OCCO2,-6%,?,-2%,-1%,-8%,-15%
c1ccc(C(Cc2nc(-c3cccnc3)no2)c2ccccc2)cc1,63%[activator],-33,?,3%,1%,21%
OCCN(CC#CC(O)(c1ccccc1)c1cccc(F)c1)CCO (stereo unspecified),2%,-19,13%,-8%,-8%,-28%
Cc1ccc(S(=O)(=O)c2nc(-c3ccco3)oc2SCC(=O)NCC2CCCO2)cc1 (stereo unspecified),5%,23,?,-1%,3%,35µM*
COc1ccc(C)cc1NC1=NC(C)(C)CS1,-4%,-7,19%,3%,1%,-7%
CC(C)c1ccc2occ(CC(=O)Nc3cccc(C(F)(F)F)c3)c2c1,nt,-36,nt,nt,30%[activator],11%
Cc1ccccc1NC(=O)Cn1nnc2c(cnn2-c2ccc(F)cc2)c1=O,40%[activator],-2,-15%,1%,?,2%
CC(C)C(NS(=O)(=O)c1ccc2c(c1)OCCO2)C(=O)NCCc1ccccn1 (stereo unspecified),-8%,-8,8%,1%,-10%,0%
COc1ccc(CNc2ccccc2SC)cc1OC,-27%,?,?,?,3%,6%
COc1cc2c(cc1OC)C(C(=O)O)C(c1ccc(C)o1)N(C)C2=O (stereo unspecified),-16%,?,5%,6%,-13%,0%
CC1CC(Nc2ccccc2)c2ccccc2N1C(=O)c1ccncc1 (stereo unspecified),-9%,-9,4%,-1%,3%,4%
CCOC(=O)c1c(C)n(C)c2ccc(OCC(O)CN3CCC(C)CC3)cc12 (stereo unspecified),-8%,9,?,-14%,?,0%
O=C(Cc1nn[nH]n1)c1ccccc1O,19%,-10,14%,?,?,2%

# For convenience, part of the list above.
SMILES,AMA1-RON2 inh,HCMV inh,HCV inh,FBPA Giardia inh,AmpC inh detg,Sm TGR block
OCCN(CC#CC(O)(c1ccccc1)c1cccc(F)c1)CCO (stereo unspecified),2%,-19,13%,-8%,-8%,-28%
Cc1ccc(S(=O)(=O)c2nc(-c3ccco3)oc2SCC(=O)NCC2CCCO2)cc1 (stereo unspecified),5%,23,?,-1%,3%,35µM*
COc1ccc(C)cc1NC1=NC(C)(C)CS1,-4%,-7,19%,3%,1%,-7%
CC(C)c1ccc2occ(CC(=O)Nc3cccc(C(F)(F)F)c3)c2c1,nt,-36,nt,nt,30%[activator],11%
Cc1ccccc1NC(=O)Cn1nnc2c(cnn2-c2ccc(F)cc2)c1=O,40%[activator],-2,-15%,1%,?,2%
CC(C)C(NS(=O)(=O)c1ccc2c(c1)OCCO2)C(=O)NCCc1ccccn1 (stereo unspecified),-8%,-8,8%,1%,-10%,0%
COc1ccc(CNc2ccccc2SC)cc1OC,-27%,?,?,?,3%,6%
COc1cc2c(cc1OC)C(C(=O)O)C(c1ccc(C)o1)N(C)C2=O (stereo unspecified),-16%,?,5%,6%,-13%,0%
CC1CC(Nc2ccccc2)c2ccccc2N1C(=O)c1ccncc1 (stereo unspecified),-9%,-9,4%,-1%,3%,4%
CCOC(=O)c1c(C)n(C)c2ccc(OCC(O)CN3CCC(C)CC3)cc12 (stereo unspecified),-8%,9,?,-14%,?,0%
O=C(Cc1nn[nH]n1)c1ccccc1O,19%,-10,14%,?,?,2%

# Other records
SMILES,AMA1-RON2 inh,HCMV inh,HCV inh,FBPA Giardia inh,AmpC inh detg,Sm TGR block
S=C(NCc1ccc2[nH]c3c(c2c1)CCCC3)Nc1ccccc1,9%,-11,?,-19%,1%,-4%
CCC(=O)N1CCc2cc(S(=O)(=O)CCC(=O)NCc3ccc(F)cc3)ccc21,nt,9,nt,nt,-11%,2%
COc1cc(NC(=S)N(C)C)c(OC)cc1Cl,21%,?,12%,-5%,-2%,16%
CC(C)(C)OC(=O)[C@H](CCCCN)NC(=O)c1nc[nH]c1C(=O)N[C@@H](CCCCN)C(=O)OC(C)(C)C,56%[activator],-13,5%,nt,nt,nt
NS(=O)(=O)c1cccc(NC(=O)CCCNC(=O)c2ccc(Cl)cc2)c1,38%[activator],2,21%,5%,-15%,1%
O=S(=O)(c1cc(F)ccc1F)N1CCN(c2ccccn2)CC1,-2%,-8,6%,6%,3%,1%
CN(C)CCN(Cc1ccco1)C(=O)c1oc2ccccc2c1NC(=O)c1cccc(F)c1,nt,-33,nt,nt,21%,4%
Cc1ccc(S(=O)(=O)c2nnn3c2nc(NCc2cccs2)c2sccc23)cc1,nt,19,nt,nt,2%,21%
CCC1CN(C(=O)N2CCC(C(=O)NCCc3ccccc3)CC2)c2ccccc2O1 (stereo unspecified),11%,9,?,nt,2%,-4%
Cc1ccc(C)c(NC(=O)CN(C)C(=O)c2ccc3c(=O)n4c(nc3c2)CCC4)c1,2%[11.6 µM],0,2%,nt,-8%,-3%
Cc1ccc(NC(=O)CCn2c(=O)c3cccn3c3ccccc32)cc1Cl,nt,-1,nt,nt,12%,9%
COc1ccc(-c2nnc(NC(=O)c3ccccc3C)o2)cc1,74%[activator],-12,-3%,16µM*,-5%,-17%
O=C(CNC(=O)c1ccc(Cl)cc1)NC1CCCCC1,9%,32,8%,nt,0%,-19%
CCOC(=O)C1CCCN(C(=O)CN(c2ccc(OC)cc2)S(=O)(=O)c2c(C)noc2C)C1 (stereo unspecified),-3%,-25,6%,7%,?,-14%
COc1ccc(NC(=O)Cc2coc3ccc4ccccc4c23)cc1S(=O)(=O)N1CCOCC1,-29%,-20,?,-6%,-7%,-5%
O=C(CSc1nnc(CNC(=O)c2ccco2)o1)c1ccc(Cl)cc1,16%,7,3%,-4%,-9%,-4%
O=C1COc2ccc(C(=O)CSc3ccc(Br)cc3)cc2N1,3%,-13,?,nt,-2%,-29%
O=C(COC(=O)c1ccccc1O)NC1CCCc2ccccc21 (stereo unspecified),-10%,0,-18%,nt,nt,nt
Cn1nc(-c2ccccc2)cc1NC(=O)C1CCCCC1,0%,70,14%,2%,-10%,7%
Cc1ccc(N(C(=O)Cn2nnc(-c3ccc(C)o3)n2)C(C(=O)NC2CCCC2)c2ccco2)cc1 (stereo unspecified),-4%,?,7%&5%,-3%,0%,-6%
O=C(/C=C/c1ccccc1)NC1CC2CCC1C2 (stereo unspecified),19%,48,14%&-2%,-7%,0%,4%
COc1cc(NC(=O)c2ccco2)c(OC)cc1NC(=O)CSc1nnc(-c2cccs2)n1C,-1%,?,?,-4%,-14%,-11%
COC(=O)CNc1nc(OC)nc(N(C)C)n1,-3%,nt,10%,-2%,-6%,0%

# Sorted by SMILES length (highest first): part of the list above.
SMILES,AMA1-RON2 inh,HCMV inh,HCV inh,FBPA Giardia inh,AmpC inh detg,Sm TGR block
O=C(CSc1nnc(CNC(=O)c2ccco2)o1)c1ccc(Cl)cc1,16%,7,3%,-4%,-9%,-4%
O=C1COc2ccc(C(=O)CSc3ccc(Br)cc3)cc2N1,3%,-13,?,nt,-2%,-29%
O=C(/C=C/c1ccccc1)NC1CC2CCC1C2 (stereo unspecified),19%,48,14%&-2%,-7%,0%,4%

# Random draw from the library; overall some 9.3% were active at least once.
